EWS-Fli block: EWS/Fli transcriptional activity inhibition; inhibition, % at 12.6 µM; AID 651661; hit rate 0.67% among 350,000; A673 NR0B1-luciferase reporter, viability-normalised;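 active = mean inhibition of at least 50% after viability correction, with every replicate also passing that limit; inconclusive = mean reaches 50% but only one of two replicates passes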;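 also: firefly luciferase signal divided by Alamar Blue viability fluorescence both relative to DMSO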
CFTR F508del cor: correctors of CFTR F508del function in bronchial epithelial cells | CFBE cells, YFP halide quenching; stimulated with forskolin plus potentiator P3; % fluorescence drop versus neutral controls | activity (quench increase), % at 7.58 µM | hit rate 0.36% among 350,000 | AID 720511;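 active = mean added fluorescence quench of at least 8% versus neutral control, with both replicates also reaching 8%; inconclusive = only one of the mean or replicate conditions met; inactive = mean below 8% and not both replicates reaching 8%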;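 also: cells transiently co-express mutant CFTR-F508del with the halide-sensitive YFP; corrector assay measuring rescue of mutant channel to the surface after 24 h compound exposure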
XiGFP reactiv: activators of X-chromosome reactivation in mouse fibroblasts | activation, % at 7.58 µM | XiGFP mouse fibroblasts, % GFP-positive cells imaging, 3 d; cells co-treated with 5-aza-dC sensitizer; scaled so ellipticine positive control = 100% | hit rate 0.055% among 360,000;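 active = mean normalized replicate activation at least 10% and every replicate at or above 10%; inconclusive = only one of the two criteria met; inactive = mean below 10% and not all replicates reach 10%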;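 also: 0% = median of on-plate neutral control wells and 100% = ellipticine 6 µM median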
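System: XiGFP fibroblasts, SV40-immortalized. Medium: DMEM plus 5-aza-dC sensitizer. Doses: single point. Timing: 3 d treatment, 15 min room-temperature fixation. Control set: ellipticine 6 µM.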
ARNT-TACC3 inh: disrupts binding between human ARNT and TACC3. Q9Y6A5. AlphaScreen His-ARNT PAS-B/GST-TACC3 binding, luminescence; TACC3 fragment carries E629A point mutation. inhibition, % at 9.99 µM. hit rate 0.66% among 390,000. AID 623870;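 active = mean inhibition of replicates at least 50% and at least half of replicates each reaching 50%; inconclusive = half or more replicates reach 50% but mean below 50%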;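 also: 0% = complete ARNT plus TACC3 wells and 100% = ARNT alone without TACC3; many hits fall short of the cut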
GSIS activator: GLuc luminescence reporter in INS-1E cells, primary screen for activators of glucose-dependent secretion of insulin. INS-1E GLuc reporter insulin secretion, 2-3 h. AID 743287. hit rate 0.61% among 370,000. activation, % at 16.6 µM;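 active = lowest replicate activation of at least 40%, so every replicate reaches that level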;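 also: 0% = median of neutral control wells and 100% = median of IBMX positive control wells; some compounds called inactive have numbers as strong as hits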
ERp5 inh: ERp5 (human) disulfide isomerase inhibition | ERp5 insulin aggregation, absorbance 650 nm, 90 min | inhibition, % at 9.99 µM | hit rate 0.05% among 350,000;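 active = mean replicate inhibition above about 25%, with every replicate also reaching it, limit read from the data, passing the limit was not always enough; inconclusive = only one of those two criteria met; inactive = neither criterion met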
Target sequence (Q15084 whole entry, looked up): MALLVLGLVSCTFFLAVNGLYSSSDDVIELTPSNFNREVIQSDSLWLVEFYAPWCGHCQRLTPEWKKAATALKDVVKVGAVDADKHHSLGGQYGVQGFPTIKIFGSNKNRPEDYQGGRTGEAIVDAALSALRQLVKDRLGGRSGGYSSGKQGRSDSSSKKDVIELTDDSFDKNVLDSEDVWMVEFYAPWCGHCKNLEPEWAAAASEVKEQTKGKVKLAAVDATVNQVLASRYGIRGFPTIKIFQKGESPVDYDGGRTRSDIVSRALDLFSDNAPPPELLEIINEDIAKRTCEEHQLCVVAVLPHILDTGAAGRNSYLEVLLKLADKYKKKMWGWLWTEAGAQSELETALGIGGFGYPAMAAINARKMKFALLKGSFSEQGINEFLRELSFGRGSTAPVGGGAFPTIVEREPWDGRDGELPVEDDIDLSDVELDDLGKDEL
DENV2 CPE: DENV2-induced cell death inhibition; AID 651640; CPE inhibition, % at 9.99 µM; hit rate 1.7% among 350,000; DENV2-infected cells, cytopathic effect rescue, plate reader; in the data active = CPE inhibition above about 20%, passing the limit was not always enough; inconclusive = no clear call, values can overlap the other calls; tested in BHK-21 cells;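 also: 0% = median of neutral control wells and 100% = median of positive control wells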
PAX8 inh HTS: lowers PAX8-driven luciferase in RMG-I cells | hit rate 1.2% among 360,000 | AID 652154 | inhibition, % at 12.6 µM | RMG-I TPO-luciferase reporter, SteadyGlo, 24 h;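 active = mean replicate inhibition at least 60% with every replicate also reaching 60%; inconclusive = only one of the two criteria is met; inactive = mean below 60% and not all replicates reaching 60%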;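 also: luciferase light reporting Pax8 driven TPO promoter activity; plate controls were median of neutral control wells for no effect and mitoxantrone controls for full effect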
The depositor's hits bear a star; ? = inconclusive; · = not tested or not shown; & = joins results of further samples.

Start of the data: the first four entries as a preview:
Values run as follows: EWS-Fli block	CFTR F508del cor	XiGFP reactiv	ARNT-TACC3 inh	GSIS activator	ERp5 inh	DENV2 CPE	PAX8 inh HTS
- CC(C)(C)[S@](=O)N1Cc2cc(C(=O)N[C@@H]3CCN(Cc4ccccc4)C3)nc(-c3cccc(-c4cccnc4)c3)c2[C@@H]1CCO
    11	1.3	0.0	14	-34	0	-3	12
- O=C1CS/C(=N/N=C/c2ccccc2)N1c1ccc(O)cc1
    10	-0.6	0.2	3	-14	-7	-2	2
- O=S(=O)(c1ccccc1)N1CCN(Cc2cc3c(cc2Br)OCCO3)CC1
    -6	-4.1	0.0	·	5	1	7	-1
- O=C(CCOc1cccc(Br)c1)NNC(=O)COc1ccc(F)cc1
    -1	-2.0	0.3	-6	8	-8	-2	12

The listing, repeating the preview:
Values run as follows: EWS-Fli block	CFTR F508del cor	XiGFP reactiv	ARNT-TACC3 inh	GSIS activator	ERp5 inh	DENV2 CPE	PAX8 inh HTS
- CC(C)(C)[S@](=O)N1Cc2cc(C(=O)N[C@@H]3CCN(Cc4ccccc4)C3)nc(-c3cccc(-c4cccnc4)c3)c2[C@@H]1CCO
    11	1.3	0.0	14	-34	0	-3	12
- O=C1CS/C(=N/N=C/c2ccccc2)N1c1ccc(O)cc1
    10	-0.6	0.2	3	-14	-7	-2	2
- O=S(=O)(c1ccccc1)N1CCN(Cc2cc3c(cc2Br)OCCO3)CC1
    -6	-4.1	0.0	·	5	1	7	-1
- O=C(CCOc1cccc(Br)c1)NNC(=O)COc1ccc(F)cc1
    -1	-2.0	0.3	-6	8	-8	-2	12
- CO[C@@H]1CN(C)C(=O)c2cc(NC(=O)NC(C)C)ccc2OC[C@@H](C)NC[C@@H]1C
    -10	3.3	-0.4	-3	8	·	·	-4
- CN(C)c1ccc2c(c1)[C@@H]1C[C@H](CC(=O)O)O[C@H](CO)[C@@H]1O2
    0	2.3	-0.1	1	28	2	7	2
- CCCOc1ccc(/C=N/n2nnnc2N)cc1OC
    -2	0.1	0.2	-3	22	1	0	-27
- CCCC(=O)N1CCC2(CC1)CN(C(=O)C1CCC1)[C@H](CO)c1[nH]c3cc(OC)ccc3c12
    -7	-1.2	0.0	·	4	3	-10	2
- Cc1ccnc2nc(C(=O)OCC(=O)c3c[nH]c4ccccc34)nn12
    2	3.9	·	-7	21	5	0	9
- Cc1ccc(S(=O)(=O)N(C)C[C@@H]2Oc3ccc(NC(=O)Nc4ccc5c(c4)OCO5)cc3C(=O)N([C@H](C)CO)C[C@H]2C)cc1
    -8	-2.7	0.3	-7	-1	-3	-3	-17
- COc1ccc(S(=O)(=O)N(C)C[C@H]2OCCCC[C@@H](C)Oc3ccc(NC(=O)c4ccncc4)cc3C(=O)N([C@@H](C)CO)C[C@H]2C)cc1
    1	0.5	0.1	-1	-19	-3	?	11
- COc1ccc(-c2nc(CSCC(=O)NC3CC3)c(C)o2)cc1OC
    ·	-0.2	0.0	-5	23	4	1	-17
- COC(=O)CCCn1cc(CN2CC(N3CCN(Cc4ccccc4F)CC3)CS2(=O)=O)nn1 (configuration not stated)
    7	-4.0	0.0	·	10	11	-2	-19
- O=C(CSc1ccc2nnc(CCNC(=O)c3ccccc3)n2n1)NC1CCCC1
    ·	1.3	0.0	-8	8	-6	-6	0
- COC(=O)C1CCN(Cc2cn(-c3ccccc3)nc2-c2ccc3c(c2)OCO3)CC1
    -1	-2.0	0.0	7	-16	7	-5	-1
- CC(=O)Nc1ccc(CN2CCCCCC2)cc1
    -2	-2.1	0.0	-5	14	3	-2	17
- COc1ccc(NC(=O)N(C)C[C@H]2OCc3ccccc3-c3ccccc3C(=O)N([C@H](C)CO)C[C@@H]2C)cc1
    -3	-0.8	0.3	8	9	14	-4	·
- Cc1noc(C)c1S(=O)(=O)Nc1ccc2c(c1)CC(=O)N([C@H](C)CO)C[C@@H](C)[C@H](CN(C)Cc1ccc(C(F)(F)F)cc1)O2
    6	0.9	0.0	0	5	-4	-16	·
- COc1ccc(NC(=O)Nc2ccc3c(c2)CC(=O)N([C@@H](C)CO)C[C@H](C)[C@@H](CN(C)CC2CC2)O3)cc1
    -4	-1.7	-1.3	-9	1	0	-1	·
- C=CCN1CCc2cc(O)c(O)cc2C(c2ccccc2)C1 (configuration not stated)
    4	-2.2	0.0	-3	·	0	2	5

3 compounds out of the list above, arranged by the number in ARNT-TACC3 inh, rising:
| Molecule | ARNT-TACC3 inh |
| --- | --- |
| C=CCN1CCc2cc(O)c(O)cc2C(c2ccccc2)C1 (configuration not stated) | -3 |
| Cc1noc(C)c1S(=O)(=O)Nc1ccc2c(c1)CC(=O)N([C@H](C)CO)C[C@@H](C)[C@H](CN(C)Cc1ccc(C(F)(F)F)cc1)O2 | 0 |
| CC(C)(C)[S@](=O)N1Cc2cc(C(=O)N[C@@H]3CCN(Cc4ccccc4)C3)nc(-c3cccc(-c4cccnc4)c3)c2[C@@H]1CCO | 14 |

(next part)
Values run as follows: EWS-Fli block	CFTR F508del cor	XiGFP reactiv	ARNT-TACC3 inh	GSIS activator	ERp5 inh	DENV2 CPE	PAX8 inh HTS
- Cc1noc(C)c1NC(=O)Nc1cccc2c1O[C@H](CN(C)C)[C@@H](C)CN([C@@H](C)CO)C2=O
    -2	0.7	0.5	-1	6	1	?	2
- CCC(=O)Nc1ccc2c(c1)C(=O)N(C)C[C@@H](OC)[C@@H](C)CN(C(=O)Cc1cccnc1)[C@H](C)CO2
    -3	-2.5	0.5	-6	1	1	-1	·
- CO[C@@H]1CN(C)C(=O)c2cc(NC(=O)NC(C)C)ccc2OC[C@H](C)N(C(=O)CC2CC2)C[C@H]1C
    3	-0.3	0.8	12	-2	-1	6	·
- CCN(Cc1nc2ccccc2c(=O)[nH]1)C(=O)c1ccc(C)c(NC(=O)c2ccco2)c1
    0	-4.2	-0.2	-6	·	-4	?	17
- O=C(c1ccc([N+](=O)[O-])cc1)N1CCN(c2cccc3[nH]ccc23)CC1
    11	-3.7	-0.1	5	-13	4	-3	4
- O=C(Nc1ccccc1F)N1CC(=O)N2[C@H](CO)[C@@H](c3ccc(C#Cc4ccc(F)cc4)cc3)[C@@H]2C1
    ·	2.0	0.4	·	-33	-6	22*	·
- O=C(Nc1ccc(F)c(Cl)c1)Nn1cnnc1
    1	-0.1	0.5	5	-1	-7	76*	·
- CC(NC(=O)C1CCC(=O)N1Cc1ccccc1Cl)c1ccccc1 (configuration not stated)
    3	-1.3	-0.1	-1	-21	2	7	18
- O=C(NC1CCCCC1)c1cc(C(=O)c2ccccc2Br)c[nH]1
    41	-3.3	0.3	-3	10	3	-2	0
- CCCCOC(=O)COc1ccc(Cl)cc1Cl
    -3	2.1	·	·	12	-4	13	·
- Cc1cccc(C(=O)N[C@H](C(=O)Nc2nc(C)cs2)C(C)C)c1
    2	·	0.1	0	12	7	0	3
- CCCCCCNc1nc(Cl)nc(NC(C)(C)CO)n1
    3	-0.3	0.3	-7	3	-1	0	4
- CC(=O)N1Cc2cc(C(=O)NCC(F)(F)F)nc(-c3cccc(-c4cccnc4)c3)c2[C@H]1CCO
    3	-2.7	0.1&0.1	·	3&2	4	-1	21
- O=C(O)C1CC=CCC1C(=O)NNS(=O)(=O)c1ccccc1 (configuration not stated)
    11	-0.4	0.0	1	-4	2	2	-1
- CC(=O)c1cccc(NC(=S)NC2CC2)c1
    -3	·	0.4	0	·	5	-5	11
- COC(=O)C[C@H]1CC[C@@H]2[C@H](COC[C@@H](O)CN2S(=O)(=O)c2ccc(F)cc2)O1
    -4	-0.2	0.0	7	12	1	1	7
- CCC1C(=O)N=C(SCC(=O)NC2CCCCC2)NC1=O (configuration not stated)
    4	-1.5	-0.1	2	-6	2	6	-6
- COc1ccc(NC(=O)C(=O)NNC(=O)c2ccc(Cl)cc2Cl)cc1
    -3	1.1	0.0	2	-9	0	-1	-14
- N#CCC(=O)Nc1ccc(C(=O)NCCC(c2ccccc2)c2ccccc2)cc1
    3	1.5	0.2	-3	-11	0	-5	9
- COc1ccccc1CNC(=O)CNC(=O)c1sc2ccccc2c1Cl
    -9	3.5	0.4	·	10	3	-2	7
- CO[C@H]1CN(C)C(=O)c2ccc(NS(C)(=O)=O)cc2OC[C@@H](C)N(C(=O)c2ccc3c(c2)OCO3)C[C@@H]1C
    -3	-2.1	-0.5	-5	-2	·	·	-9
- COc1cccc(C(=O)N/N=C(\C)c2ccc(NC(=O)Cc3ccccc3)cc2)c1OC
    ·	-2.1	0.0	-3	5	5	-12	-89
- OCCN1CCN(c2ncnc3c2c(-c2ccccc2)cn3-c2ccc(Br)cc2)CC1
    1	-2.9	0.0	5	-5	-1	-2	-1
- CC(=O)c1cccc(N(C(=O)CNC(=O)c2ccco2)C(C(=O)NCC2CCCO2)c2ccccc2)c1 (configuration not stated)
    -10	3.5	-0.1	-4	9	0	8	-22
- O=C(/C=C/c1c(Cl)cccc1Cl)NCCCn1ccnc1
    -3	1.4	1.2	·	21	1	4	5
- C[C@@H]1CCCCO[C@H](CN(C)C(=O)Nc2ccccc2)[C@@H](C)CN([C@@H](C)CO)C(=O)c2cc(NC(=O)c3ccccc3)ccc2O1
    -11	0.5	0.0	-10	-24	2	-6	0
- OCC[C@H]1C[C@H](O)[C@@H](O)[C@]2(CCCCO2)O1
    2	-0.2	-0.3	10	5	2	-10	-13
- C[C@H]1CCCCO[C@H](CN(C)S(=O)(=O)c2ccc(F)cc2)[C@@H](C)CN([C@@H](C)CO)C(=O)c2cc(NC(=O)Nc3ccc(F)cc3)ccc2O1
    31	-0.9	0.0	-4	-32	·	-8	39
- Cc1ccc(CNC(=O)[C@H]2O[C@@H](n3cnc4c(N)ncnc43)[C@H](O)[C@@H]2O)o1
    2	3.3	0.4	·	-6	-2	-4	19
- COc1ccc(-n2nc(C(=O)NCC(=O)NCCN(C)C)c3ccccc3c2=O)cc1
    2	-2.9	0.0	-3	1	1	-1	-3
- CNC[C@H]1Oc2ccc(NC(=O)CCN3CCOCC3)cc2CC(=O)N([C@H](C)CO)C[C@H]1C
    -4	-1.0	-0.1	-4	25	4	-6	-4
- CC(C)CC#Cc1ccc2c(c1)O[C@@H](CN(C)C(=O)c1ccccc1)[C@@H](C)CN([C@H](C)CO)S2(=O)=O
    11	-1.1	-0.7	6	-27	16	11	·
- CCOC(=O)N1CCN(CC(O)COc2ccc(CC)cc2)CC1 (configuration not stated)
    11	-1.8	0.0	3	12	5	6	13
- CC1(Oc2ccccc2)CCN(Cc2csc3ccccc23)C1 (configuration not stated)
    -12	3.5	0.1	·	-27	-1	-13	-3
- COc1ccc(CN(C)C[C@H]2Oc3c(NC(=O)CCCCCC(=O)Nc4ccccc4N)cccc3C(=O)N([C@H](C)CO)C[C@@H]2C)cc1
    ·	0.9	0.0	·	7	7	-8	28
- O=C(N/N=C/c1ccncc1)c1nc2ccccc2c(=O)[nH]1
    -35	0.9	0.2	1	3	-3	0	-48
- COc1ccc2nc(N/C(N)=N/S(C)(=O)=O)nc(C)c2c1
    -29	-2.4	1.3	-2	6	25	1	-41
- CC1Cc2cc(S(=O)(=O)CCC(=O)NCc3ccco3)ccc2N1C(=O)C1CC1 (configuration not stated)
    10	1.7	-0.1	-3	2	2	-6	15
- COc1cc2[nH]c(=S)n(Cc3ccccc3)c(=O)c2cc1OC
    10	-1.5	0.0	7	3	-7	-8	-4

Screening results (PubChem)

The order is random, and some 4.2% of all compounds hit somewhere here.
